Compound activity (PubChem BioAssay)
NCI-60 one-dose screen, 48 h, at 10 µM unless noted. Numbers give growth in % (100 = growth as untreated, 0 = no growth, -100 = all killed).
SF-295: SF-295 CNS cancer cells | hit rate 5.6% among 79,000 | AID 1794758
SNB-75: SNB-75 CNS cancer; hit rate 5% among 79,000
HCT-116: HCT-116 colon cancer; hit rate 7.3% among 82,000
SF-539: SF-539 CNS cancer | hit rate 6.8% among 81,000
HCC-2998: HCC-2998 colon cancer; hit rate 4.7% among 79,000
SNB-19: SNB-19 CNS cancer cells. hit rate 2.5% among 81,000. AID 1794751
KM12: KM12 colon cancer cells. hit rate 5% among 82,000. AID 1794800
SW-620: SW-620 colon cancer | AID 1794795 | hit rate 5.2% among 82,000
HCT-15: HCT-15 colon cancer; hit rate 5.2% among 82,000; AID 1794746
* = called active by the depositor; x = not tested or not shown; & = joins results of further samples. Rule for the calls: active = growth percent below 10; inactive = the rest.

SMILES	SF-295	SNB-75	HCT-116	SF-539	HCC-2998	SNB-19	KM12	SW-620	HCT-15
COc1ccc(/C(C#N)=C/c2nc3c(N4CCOCC4)nc(Cl)nc3n2C)cc1OC	-6.5*	-7.9*	-73*	-26*	2.1*	23	-0.4*	-54*	-41*
COc1ccc(CNC(=O)c2cc3c(=O)n4ccccc4nc3n(CCc3ccccc3)c2=N)cc1	77	84	85	101	103	105	104	98	95
CC1(C)CC(C)(c2ccccc2)c2ccccc21 (stereo not given)	112&108	108&94	114&109	95&91	111&109	97&111	134&105	107&99	127&93
CSC(N)=Nc1ccc(Cl)cc1	101	94	96	100	109	95	95	93	94
O=C1CC[C@H](c2ccc(O)c3c2C(=O)[C@@H]2O[C@@H]2C3=O)c2cccc(O)c21	91	81	5.4*	75	101	92	85	-41*	43
Cc1nc2ccccc2c(/C=C/c2ccc(F)cc2)c1C(N)=O	102	85	98	102	128	99	101	105	108
Cc1ccc(-c2nc3ccc(Cl)cc3c3nncn23)cc1	47	43	54	79	97	75	80	73	85
CC1(C)NC(=O)NC1=O	123	x	108	105	108	103	107	104	120
CC(=O)NNC(=O)c1sc(NC(C)=O)nc1C	106	99	91	98	74	92	105	97	96
CCN1CCN(c2nc(C)cc(N(CCCNc3ccnc4cc(Cl)ccc34)Cc3ccccn3)n2)CC1	88	70	47	48	83	95	80	61	44
C[N+]1(C2CCC3CCCC2C3=O)CCCC1 (stereo not given)	113	70	108	111	100	119	108	102	105
C=C(c1ccc(Cl)cc1)c1ccccc1Cl	107	89	97	101	111	102	101	102	103
O=C(/C=C/c1ccc(O)cc1)Oc1ccc(/C=C/c2cc(OC(=O)/C=C/c3ccc(O)cc3)cc(OC(=O)/C=C/c3ccc(O)cc3)c2)cc1	104	91	99	99	103	104	99	103	105
Cc1ccc(C2CC(c3ccc(S(=O)(=O)NCCNc4nc(Nc5ccc(F)cc5)nc(N(C)C)n4)cc3)=Nc3c(N)nc(N)nc3N2)cc1 (stereo not given)	48	78	27	-44*	32	60	41	54	29
CCOc1cc(/C=C2\COc3ccc(-c4ccccc4)cc3C2=O)ccc1O	97	56	101	99	105	97	107	105	101
COc1cccc(C(=O)Nc2ccc(CN3CCc4nc5cc(OC)c(OC)cc5cc43)cc2)c1	66	49	39	66	14	70	16	59	48
Cc1nc2sc3c(c2c(C)c1Br)NC(c1ccccc1C(F)(F)F)NC3=O (stereo not given)	95	93	89	95	101	106	97	99	100
CC(=O)OC[C@H]1OC(Sc2sc(C(=O)c3ccc(Br)cc3)c(N)c2-c2nc3ccccc3s2)[C@@H](OC(C)=O)[C@@H]1OC(C)=O (stereo not given in full)	103	64	102	101	111	100	100	101	102
O=C1c2cccc3c(-c4ccc(F)cc4)ccc(c23)C(=O)N1c1nc2ccccc2s1	95	92	99	102	107	97	92	90	104
CCc1cccc2c1S/C(=C/c1ccc(F)cc1)C2=O	99	71	96	98	104	95	103	100	98
O=C(/C=C/c1ccc([N+](=O)[O-])cc1)c1ccccc1	93	83	17	92	102	99	57	72	77
COc1cc([N+](=O)[O-])ccc1N=Cc1ccc(C=Nc2ccc([N+](=O)[O-])cc2OC)cc1	x	89	104	107	114	102	96	98	95
CC(C)Cc1cc(CNC(=O)C2[C@H]3CN(C(=O)c4ccccc4)C[C@@H]23)nn1-c1ccccc1 (stereo not given in full)	101	105	92	97	101	107	101	102	99
CCCCCCCCCC1OCC(CC)C(CCC)O1 (stereo not given)	96	103	109	124	104	104	118	100	118
COC(=O)c1ccc2[nH]c(O)c(C(=Nc3ccc(N(C)C(=O)CN4CCN(C)CC4)cc3)c3ccc([N+](=O)[O-])cc3)c2c1	55	55	20	39	67	80	16	55	73
O=C(/C=C/C=C/c1ccccc1)N1c2ccccc2CC1c1c[nH]c2ccccc12 (stereo not given)	82	57	72	94	95	83	79	89	66
CCCCOc1nc2ccc(C)cc2cc1/C=C/C(=O)/C=C/c1ccc(Cl)cc1	115	105	35	99	115	101	90	113	96
CC(=O)NC(CO)C(=O)c1ccc([N+](=O)[O-])cc1 (stereo not given)	110	79	104	104	121	104	99	105	93
NC(N)=N/N=C/c1cc([N+](=O)[O-])ccc1OCC(=O)O	x	105	114	107	99	114	108	104	111
COc1ccc(/C=c2\c(=O)n(-c3ccccc3)c3nn4c(n23)=NNC(N=Nc2ccc(Cl)cc2)=C4C)cc1	x	104	98	102	106	102	101	102	103
O=C1N/C(=N/N=C(c2ccccc2)c2ccccc2)S/C1=C\c1ccc(Br)cc1	96	101	82	110	100	100	93	91	98
COc1cc(NC(=O)CCSc2nc3ccccc3c(=O)n2Cc2ccccc2)cc(OC)c1OC	75	56	84	73	100	85	87	94	92
O=C(Nc1ccc(Oc2ccc(NC(=O)Nc3ccccc3Cl)cc2)cc1)Nc1ccccc1Cl	71	58	29	63	80	115	41	52	39
CCCn1c(=O)c2[nH]c(-c3ccc(OCc4nc5cc(F)c(F)cc5[nH]4)cc3)nc2n(CCC)c1=O	13	83	43	52	80	35	79	83	43
CC1(C)O[C@@H]2[C@@H](CO[C@@]3(COS(N)(=O)=O)OC(C)(C)O[C@@H]23)O1	106	87	98	99	109	105	100	102	87
COc1cc(OC)c(C2SCC(=O)N2Nc2ncnc3ccccc23)cc1OC (stereo not given)	102	101	107	95	111	99	107	105	103
CN(C)CCN(CC(=O)O)CC(=O)O	x	111	110	98	119	106	100	102	93
Cc1cc(N=O)cc(C(C)(C)C)c1O	99	88	88	103	106	99	102	95	101
COC(=O)C(=O)C(C(=O)C(=O)Nc1cc(Cl)c(Cl)cc1Cl)c1nc2ccc([N+](=O)[O-])cc2[nH]c1=O (stereo not given)	104	81	78	93	114	106	102	115	105
CCN(CC)c1ccc(/C=N\NC(=O)N/N=C/c2ccc(N(CC)CC)cc2)cc1	111	92	91	105	114	95	102	100	104
OC(COc1cccc2ccccc12)CN1CCN(c2ccccc2)CC1 (stereo not given)	73	82	87	100	x	97	95	102	100
O=[N+]([O-])c1cc(S(=O)(=O)O)ccc1Cl	123	91	103	91	98	98	102	106	110
N#CC1=C(/N=C/c2ccccc2)Oc2c(ccc3ccccc23)C1c1ccc(Cl)cc1 (stereo not given)	99	59	98	97	108	98	97	98	102
COc1ccc2c(c1)C(CC(=O)NN)CCC2 (stereo not given)	109	90	104	100	x	109	105	106	104
COc1ccc(-c2cc(C(=O)N3CCN(C(=O)c4ccccc4NCc4ccc5c(c4)OCO5)CC3)nc3cc(-c4ccccc4)nn23)cc1OC	109	89	98	114	104	98	94	99	95
CCN(CC)CCN1C(=O)c2c(c(C)c3c(oc4ccc(OC)cc43)c2C)C1=O	105	116	84	94	100	88	100	92	90
CC(=O)Oc1ccccc1C(=O)Nc1ccc(C(=O)/C=C/c2ccncc2)cc1	50	48	-72*	4.6*	13	76	-32*	0.3*	-24*
COc1ccc(CCN2C(=O)C(C)SC2=S)cc1 (stereo not given)	99	112	107	106	110	101	106	105	101
C=CCC(S(=O)(=O)CC)S(=O)(=O)CC	101	98	112	99	101	103	99	106	107
Nc1cc(S(=O)(=O)O)cc2cccc(O)c12	98	98	95	94	102	108	103	96	97

Gathered by group: the compounds so far containing a carbonyl joined to an NH by a bond outside any ring (12)
SMILES	SF-295	SNB-75	HCT-116	SF-539	HCC-2998	SNB-19	KM12	SW-620	HCT-15
COc1ccc(CNC(=O)c2cc3c(=O)n4ccccc4nc3n(CCc3ccccc3)c2=N)cc1	77	84	85	101	103	105	104	98	95
Cc1nc2ccccc2c(/C=C/c2ccc(F)cc2)c1C(N)=O	102	85	98	102	128	99	101	105	108
CC(=O)NNC(=O)c1sc(NC(C)=O)nc1C	106	99	91	98	74	92	105	97	96
COc1cccc(C(=O)Nc2ccc(CN3CCc4nc5cc(OC)c(OC)cc5cc43)cc2)c1	66	49	39	66	14	70	16	59	48
CC(C)Cc1cc(CNC(=O)C2[C@H]3CN(C(=O)c4ccccc4)C[C@@H]23)nn1-c1ccccc1 (stereo not given in full)	101	105	92	97	101	107	101	102	99
CC(=O)NC(CO)C(=O)c1ccc([N+](=O)[O-])cc1 (stereo not given)	110	79	104	104	121	104	99	105	93
COc1cc(NC(=O)CCSc2nc3ccccc3c(=O)n2Cc2ccccc2)cc(OC)c1OC	75	56	84	73	100	85	87	94	92
O=C(Nc1ccc(Oc2ccc(NC(=O)Nc3ccccc3Cl)cc2)cc1)Nc1ccccc1Cl	71	58	29	63	80	115	41	52	39
COC(=O)C(=O)C(C(=O)C(=O)Nc1cc(Cl)c(Cl)cc1Cl)c1nc2ccc([N+](=O)[O-])cc2[nH]c1=O (stereo not given)	104	81	78	93	114	106	102	115	105
CCN(CC)c1ccc(/C=N\NC(=O)N/N=C/c2ccc(N(CC)CC)cc2)cc1	111	92	91	105	114	95	102	100	104
COc1ccc2c(c1)C(CC(=O)NN)CCC2 (stereo not given)	109	90	104	100	x	109	105	106	104
CC(=O)Oc1ccccc1C(=O)Nc1ccc(C(=O)/C=C/c2ccncc2)cc1	50	48	-72*	4.6*	13	76	-32*	0.3*	-24*

(further entries)
SMILES	SF-295	SNB-75	HCT-116	SF-539	HCC-2998	SNB-19	KM12	SW-620	HCT-15
CCCCC(CC)COC(=O)c1nn(C(C)=O)c2cc(F)c(F)cc12 (stereo not given)	107	95	100	106	113	100	92	104	96
NS(=O)(=O)c1ccc(Nc2nc(SCC(=O)c3ccccc3)nc3ccccc23)cc1	81	94	34	67	84	89	50	56	93
Cc1cc(-n2cc(-c3c(O)c(O)cc4c(O)c(-c5c(C)cc6c(-c7cn(-c8ccc(O)c(C)c8)nn7)c(O)c(O)cc6c5O)c(C)cc34)nn2)ccc1O	x	50	83	90	100	101	99	102	93
Cc1cc(-c2ccccc2)n2nc3nc(C)nc-3nc2n1	109	122	100	99	114	100	107	109	104
COc1cc(C2C3CC4CCCC[C@H]4N3[C@@]3(C(=O)Nc4cc(Cl)ccc43)C2C(=O)c2nc3ccccc3[nH]2)cc(OC)c1OC (stereo not given in full)	46	79	35	70	70	73	61	60	43
COc1ccc(-c2cc(C(=O)Oc3ccc(C=O)cc3OC)nn2-c2ccc(S(C)(=O)=O)cc2)cc1	110	100	98	106	116	94	103	109	82
COc1ccc(Nc2ccn(CCC(=O)NCCC(C)C)c(=O)c2)cc1	108	84	95	90	120	98	105	98	100
NN1C(=O)c2ccc3c4c(ccc(c24)C1=O)CC3	105	97	105	101	80	101	111	x	101
COC(=O)c1cc(N)cc(C(=O)OC)c1	115	101	109	107	112	108	102	105	109
CC(=O)C12OC1CC1C3CC=C4CC(O)CCC4(C)C3CCC12C (stereo not given)	99	100	97	108	114	108	108	111	104
COc1ccc([N+](=O)[O-])cc1F	113	x	97	99	96	102	109	98	100
CC1(c2nc3ccccc3cc2C#N)OCCO1	104	96	103	103	104	103	118	99	103
COc1cc(-n2nnc3c4nc(-c5ccccc5)oc(=O)c4c(C)nc32)cc(OC)c1OC	101	89	101	96	131	101	110	100	109
O=C1c2ccc([N+](=O)[O-])cc2C(=O)N1C1c2ccccc2Oc2ccccc21	101	101	90	97	95	106	100	118	102
CN1C/C(=C\c2ccc(O)cc2O)c2[o+]c3cc(O)ccc3cc2C1	92	61	16	-8.5*	25	42	25	23	22
COc1ccc(C(=O)N/N=C/c2cc(OC)c(O)c(OC)c2)cc1	91	93	109	97	88	104	103	104	87
CCCCCCN(CCCCCC)N=O	102	70	101	95	99	106	103	104	85
CCOC(=O)NN	94	92	93	99	103	107	107	108	102
